From PubChem
Mtb BioA inh = M. tuberculosis BioA enzyme inhibitors, primary screen, biochemical, plate reader, single point, HTS | 7,8-diaminopelargonic acid synthase BioA (Mycobacterium tuberculosis) | purified M. tuberculosis BioA enzyme | inhibition, % at 9.99 µM | 360,000 tested, 0.096% active | AID 602481, 2012; in the data active = inhibition above about 40%
Numbers without * were called inactive. An excerpt; count on the stated rates, not on these rows.

SMILES	Mtb BioA inh
COCC#Cc1ccc2c(c1)O[C@@H](CN(C)S(=O)(=O)c1ccc(OC)cc1)[C@H](C)CN([C@H](C)CO)S2(=O)=O	-3.7
O=C(N[C@@H]1CC[C@H](CCNS(=O)(=O)c2ccccc2)O[C@H]1CO)c1cccc(F)c1	13.6
O=C(C[C@H]1CC[C@H]2[C@@H](COC[C@H](O)CN2C(=O)c2cccnc2)O1)Nc1ccc(-c2ccccc2)cc1	-1.9
C[C@@H]1CN([C@H](C)CO)C(=O)c2cccc(NC(=O)C3CCOCC3)c2O[C@@H]1CN(C)S(=O)(=O)c1ccccc1	2.4
CC(C)NC(=O)N(C)C[C@@H]1OCCCC[C@H](C)Oc2ccc(NC(=O)Nc3ccc(C(F)(F)F)cc3)cc2C(=O)N([C@@H](C)CO)C[C@H]1C	1.3
CC(C)CC#Cc1ccc2c(c1)O[C@@H](CN(C)CC1CC1)[C@@H](C)CN([C@H](C)CO)S2(=O)=O	-1.2
CO[C@@H]1CN(C)C(=O)c2cc(NC(=O)NC(C)C)ccc2OC[C@@H](C)N(C(=O)NC(C)C)C[C@H]1C	-2.4
O=C(C[C@@H]1CC[C@H]2[C@@H](COC[C@H](O)CN2C(=O)c2cnccn2)O1)NCc1ccccc1	-4.7
CO[C@H]1CN(C)C(=O)c2ccc(NC(C)=O)cc2OC[C@@H](C)N(CCc2ccccc2)C[C@H]1C	1.6
COCC(=O)N1CCCCN2[C@H](C1)[C@H](c1ccc(-c3ccc(C)cc3)cc1)[C@@H]2CO	3.1

The last five compounds of the section before come first, to join the parts:
SMILES	Mtb BioA inh
CC(C)CC#Cc1ccc2c(c1)O[C@@H](CN(C)CC1CC1)[C@@H](C)CN([C@H](C)CO)S2(=O)=O	-1.2
CO[C@@H]1CN(C)C(=O)c2cc(NC(=O)NC(C)C)ccc2OC[C@@H](C)N(C(=O)NC(C)C)C[C@H]1C	-2.4
O=C(C[C@@H]1CC[C@H]2[C@@H](COC[C@H](O)CN2C(=O)c2cnccn2)O1)NCc1ccccc1	-4.7
CO[C@H]1CN(C)C(=O)c2ccc(NC(C)=O)cc2OC[C@@H](C)N(CCc2ccccc2)C[C@H]1C	1.6
COCC(=O)N1CCCCN2[C@H](C1)[C@H](c1ccc(-c3ccc(C)cc3)cc1)[C@@H]2CO	3.1
O=C(NCC[C@@H]1CC[C@H](NS(=O)(=O)Cc2ccccc2)[C@@H](CO)O1)C1CCCCC1	-2.7
CO[C@@H]1CN(C)C(=O)c2cc(NC(=O)Nc3c(C)noc3C)ccc2OC[C@@H](C)N(CC2CC2)C[C@H]1C	-0.3
Cc1ccc(S(=O)(=O)Nc2cccc3c2O[C@@H](CN(C)S(=O)(=O)c2cccs2)[C@@H](C)CN([C@@H](C)CO)C3=O)cc1	1.6
Cc1ccccc1S(=O)(=O)N1CCCCN2[C@H](C1)[C@@H](c1ccc(-c3cccc(F)c3)cc1)[C@@H]2CO	-2.1
C[C@H]1CN([C@@H](C)CO)S(=O)(=O)c2ccc(C#CCN(C)C)cc2O[C@H]1CN(C)CC1CC1	-2.4
CCS(=O)(=O)Nc1ccc2c(c1)C(=O)N(C)[C@H]1CC[C@H](CC(=O)NCCCN3CCOCC3)O[C@H]1CO2	-0.1
C[C@@H]1CN([C@@H](C)CO)C(=O)c2cc(NC(=O)Cn3cnnn3)ccc2O[C@@H]1CN(C)Cc1ccc(C(=O)O)cc1	0.2
O=C(C[C@@H]1CC[C@H]2[C@@H](COC[C@H](O)CN2Cc2nccs2)O1)NCc1ccc(F)cc1	1.3
COc1ccc(-c2ccc3c(c2)O[C@H](CN(C)C(=O)c2ccccc2F)[C@@H](C)CN([C@H](C)CO)S3(=O)=O)cc1	-1.3
Cc1noc(C)c1NC(=O)N[C@@H]1CC[C@H](CC(=O)Nc2ccccc2)O[C@@H]1CO	0.7
C[C@@H]1CN([C@H](C)CO)C(=O)c2cc(NC(=O)Nc3ccc(C(F)(F)F)cc3)ccc2O[C@@H](C)CCCCO[C@@H]1CN(C)S(=O)(=O)c1cccs1	0.1
C[C@@H]1CN([C@@H](C)CO)C(=O)c2cc(NS(C)(=O)=O)ccc2O[C@@H](C)CCCCO[C@H]1CN(C)C(=O)Cc1ccccc1	-0.5
N#C[C@H]1[C@@H](c2ccc(-c3cccc(F)c3)cc2)[C@@H](CO)N1C(=O)NC1CCCC1	3.2
C[C@@H]1CN([C@H](C)CO)C(=O)c2cc(NC(=O)Nc3ccccc3)ccc2O[C@@H](C)CCCCO[C@@H]1CN(C)C(=O)Cc1ccccc1	0.2
O=C(C[C@@H]1CC[C@@H]2[C@H](COC[C@H](O)CN2C(=O)c2ccccc2)O1)Nc1ccccc1	-0.5
C[C@H]1CN([C@@H](C)CO)C(=O)c2cccc(NS(=O)(=O)c3cccs3)c2O[C@H]1CN(C)S(=O)(=O)c1cn(C)cn1	-2.8
CCN(C[C@H]1N[C@H](CO)[C@@H]1c1ccc(-c2cccc(C#N)c2)cc1)C(C)=O	-0.7
COc1ccc(S(=O)(=O)Nc2ccc3c(c2)C(=O)N([C@@H](C)CO)C[C@H](C)[C@@H](CN(C)Cc2ccc(C(F)(F)F)cc2)OCCCC[C@H](C)O3)cc1	-0.4
COc1ccccc1S(=O)(=O)N[C@@H]1CC[C@@H](CCNC(=O)C2CCC2)O[C@H]1CO	0.6
Cc1noc(C)c1S(=O)(=O)Nc1ccc2c(c1)C(=O)N([C@H](C)CO)C[C@@H](C)[C@H](CN(C)Cc1ccccc1)O2	-1.1

Sorted by length of the SMILES (low to high): three of the compounds above.
SMILES	Mtb BioA inh
CCN(C[C@H]1N[C@H](CO)[C@@H]1c1ccc(-c2cccc(C#N)c2)cc1)C(C)=O	-0.7
COc1ccccc1S(=O)(=O)N[C@@H]1CC[C@@H](CCNC(=O)C2CCC2)O[C@H]1CO	0.6
O=C(C[C@@H]1CC[C@@H]2[C@H](COC[C@H](O)CN2C(=O)c2ccccc2)O1)Nc1ccccc1	-0.5

More structures.
SMILES	Mtb BioA inh
COCC#Cc1ccc2c(c1)O[C@H](CN(C)S(C)(=O)=O)[C@@H](C)CN([C@@H](C)CO)S2(=O)=O	1.7
CN(C)C(=O)C[C@@H]1CC[C@@H]2[C@H](COC[C@@H](O)CN2C(=O)C2CCOCC2)O1	-0.7
COC(=O)C[C@@H]1C=C[C@H](NS(=O)(=O)c2ccc(OC)cc2)[C@H](CO)O1	1.2
CCCNC(=O)C[C@H]1CC[C@@H]2[C@H](COc3ccc(NC(=O)c4cccc(F)c4)cc3C(=O)N2C)O1	26.9
O=C(C[C@@H]1CC[C@H](NC(=O)CCN2CCCCC2)[C@@H](CO)O1)NCc1ccc(Cl)c(Cl)c1	3.1
COc1ccc(NC(=O)Nc2ccc3c(c2)C(=O)N([C@H](C)CO)C[C@H](C)[C@H](CN(C)S(=O)(=O)c2cn(C)cn2)OCCCC[C@H](C)O3)cc1	4.8
COc1ccccc1CNC(=O)C[C@@H]1CC[C@H](NC(=O)CN(C)C)[C@@H](CO)O1	-0.6
CO[C@@H]1CN(C)C(=O)c2cc(NS(=O)(=O)c3cn(C)cn3)ccc2OC[C@@H](C)N(C)C[C@@H]1C	-0.5
C/C=C/c1cnc2c(c1)C(=O)N([C@H](C)CO)C[C@H](C)[C@H](CN(C)C(=O)CN1CCOCC1)O2	-1.9
COc1ccc(NC(=O)Nc2cccc3c2O[C@H](CN(C)S(C)(=O)=O)[C@H](C)CN([C@@H](C)CO)C3=O)cc1	-0.1
C[C@H](CO)N1C[C@H](C)[C@H](CN(C)CC2CCCCC2)Oc2ccc(NC(=O)Nc3cccc4ccccc34)cc2CC1=O	-3.6
CC(C)CC#Cc1ccc2c(c1)O[C@@H](CN(C)Cc1ccccn1)[C@@H](C)CN([C@@H](C)CO)S2(=O)=O	3.0
COCC(=O)N1C[C@@H](C)[C@@H](OC)CN(C)C(=O)c2cc(NC(=O)c3ccc(F)cc3)ccc2OC[C@@H]1C	-3.3
CO[C@@H](CN(C)C(=O)c1ccccc1F)[C@@H](C)CN([C@@H](C)CO)S(=O)(=O)c1ccc(C)cc1	-0.9
C[C@@H]1CN([C@H](C)CO)C(=O)Cc2cc(NS(=O)(=O)c3ccc(F)cc3)ccc2O[C@@H]1CN(C)C	-2.6
C[C@@H]1CCCCO[C@@H](CN(C)C(=O)Nc2ccc3c(c2)OCO3)[C@H](C)CN([C@@H](C)CO)C(=O)c2cc(NC(=O)Nc3ccc(F)cc3)ccc2O1	0.2
CC(C)C#Cc1ccc2c(c1)O[C@H](CN(C)Cc1cccnc1)[C@@H](C)CN([C@@H](C)CO)S2(=O)=O	5.3
CNC[C@H]1Oc2ccc(NC(=O)Nc3ccc(F)cc3)cc2CC(=O)N([C@H](C)CO)C[C@H]1C	-3.1
C[C@@H]1CN([C@@H](C)CO)C(=O)Cc2cc(NC(=O)C3CCCCC3)ccc2O[C@H]1CN(C)Cc1ccncc1	-0.1
CC(=O)[C@]12O[C@]3(COC[C@H](c4ccccc4)N3C1=O)[C@@H]1C(=O)N(C)C(=O)[C@@H]12	-2.2
COc1ccc(-c2ccc([C@@H]3[C@@H](CO)N(C(=O)C4CCC4)[C@H]3C#N)cc2)cc1	-0.7
CO[C@@H]1CN(C)C(=O)c2ccc(NC(=O)C3CC3)cc2OC[C@@H](C)N(C(=O)Nc2ccccc2F)C[C@H]1C	2.1
Cc1ccccc1-c1ccc2c(c1)O[C@H](CN(C)C(=O)Nc1ccc(C(F)(F)F)cc1)[C@H](C)CN([C@H](C)CO)S2(=O)=O	0.4
CN(C)CC#Cc1ccc([C@H]2[C@H](CO)N3CCCCN(CC4CC4)C[C@@H]23)cc1	-3.4
C[C@H]1CN([C@@H](C)CO)C(=O)Cc2cc(NC(=O)C3CCCCC3)ccc2O[C@@H]1CN(C)C(=O)Nc1cccc2ccccc12	-0.9
COc1ccc(S(=O)(=O)Nc2ccc3c(c2)CC(=O)N([C@H](C)CO)C[C@@H](C)[C@@H](CN(C)C(=O)Nc2ccc4c(c2)OCO4)O3)cc1	-2.6
C[C@@H]1CN([C@H](C)CO)C(=O)c2cc(C3=CCCC3)cnc2O[C@H]1CN(C)C(=O)CN(C)C	-1.8
CO[C@@H](CN(C)C(=O)c1cc(Cl)cc(Cl)c1)[C@@H](C)CN(C(=O)Nc1ccc(F)cc1)[C@H](C)CO	-0.9
Cc1ccc(S(=O)(=O)Nc2ccc3c(c2)C(=O)N([C@@H](C)CO)C[C@H](C)[C@@H](CN(C)C(=O)Nc2ccc4c(c2)OCO4)OCCCC[C@H](C)O3)cc1	-1.0
C[C@H]1CN([C@@H](C)CO)C(=O)c2cc(-c3ccncc3)cnc2O[C@H]1CN(C)S(=O)(=O)c1ccccc1	8.2
C[C@@H]1CN([C@H](C)CO)S(=O)(=O)c2ccc(C#CC3(O)CCCC3)cc2O[C@H]1CN(C)C(=O)Nc1ccc(F)cc1	-0.8
CCCN1C[C@@H](C)[C@H](OC)CN(C)C(=O)c2cc(NC(=O)NC3CCCCC3)ccc2OC[C@H]1C	0.5
O=S(=O)(c1ccccc1F)N1CCCCN2[C@H](CO)[C@H](c3ccc(-c4cncnc4)cc3)[C@H]2C1	-0.6
CO[C@H]1CN(C)C(=O)c2cc(NC(=O)C3CCOCC3)ccc2OC[C@@H](C)N(C)C[C@@H]1C	-1.1
O=C(C[C@H]1CC[C@H]2[C@@H](COC[C@@H](O)CN2S(=O)(=O)c2ccccc2F)O1)N1CCC(Cc2ccccc2)CC1	-0.3
O=C(c1ccccn1)N1C[C@H]2[C@@H](c3ccccc31)[C@@H](CO)N2C(=O)c1ccccn1	2.6
COc1ccc(-c2ccc3c(c2)O[C@H](CN(C)Cc2ccccc2C(=O)O)[C@@H](C)CN([C@H](C)CO)S3(=O)=O)cc1	3.9
CN1C(=O)c2cc(NC(=O)c3cccs3)ccc2OC[C@H]2O[C@@H](CC(=O)NCC(F)(F)F)CC[C@@H]21	1.0
C[C@@H]1CCCCO[C@@H](CN(C)CC2CCCCC2)[C@H](C)CN([C@H](C)CO)C(=O)c2cc(NC(=O)Nc3ccc(F)cc3)ccc2O1	-1.5
CC=Cc1ccc2n(c1=O)C[C@H]1[C@H](CO)[C@@H](C(=O)N[C@H](C)c3ccccc3)N(C(=O)c3cnccn3)[C@@H]21 (mixture of isomers)	-1.0
Cc1ccc(S(=O)(=O)Nc2ccc3c(c2)C(=O)N([C@@H](C)CO)C[C@H](C)[C@H](CN(C)S(=O)(=O)c2ccc(C)cc2)OCCCC[C@@H](C)O3)cc1	0.0
Cc1ccc(-c2ccc3c(c2)O[C@@H](CN(C)Cc2cncnc2)[C@H](C)CN([C@H](C)CO)S3(=O)=O)cc1	2.2
COc1ccc(S(=O)(=O)N(C)C[C@H]2Oc3ccc(NC(=O)C4CCCCC4)cc3C(=O)N([C@@H](C)CO)C[C@@H]2C)cc1	-1.8
C[C@H]1CN([C@@H](C)CO)C(=O)Cc2cc(NC(=O)CCCCCC(=O)Nc3ccccc3N)ccc2O[C@H]1CN(C)Cc1ccc(Cl)c(Cl)c1	-2.5
COCC(=O)Nc1ccc2c(c1)C(=O)N(C)C[C@H](OC)[C@@H](C)CN(Cc1ccccc1F)[C@@H](C)CO2	-1.4
O=C(Cc1ccccn1)N[C@H]1CC[C@@H](CCNS(=O)(=O)c2cccc(F)c2)O[C@@H]1CO	-0.8
Cc1ccc(-c2ccc3c(c2)O[C@@H](CN(C)Cc2ccccn2)[C@@H](C)CN([C@@H](C)CO)S3(=O)=O)cc1	0.8
C[C@H]1CN([C@@H](C)CO)C(=O)c2cc(N(C)C)ccc2O[C@@H]1CN(C)Cc1ccncc1	-1.9
O=C(C[C@H]1CC[C@H](NC(=O)Nc2ccc(F)cc2)[C@H](CO)O1)NCc1cccc(F)c1	-2.5
